TEAD-YAP inh: TEAD-YAP interaction inhibition; HEK-TIYL cells, TEAD-Gal4/YAP UAS-luciferase luminescence; AID 1259422; inhibition, % at 9.12 µM; 1.4% of 640,000 active; in the data active = inhibition above about 32%;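 note: 0% = median of test compound wells and 100% = reference inhibitor wells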
FBW7 act: human FBW7 E3 ligase activation, primary screen; AlphaScreen FBW7–phospho-cyclin E peptide binding, activator screen; normalized activity (activation), % at 26.1 µM; 0.13% of 650,000 active; Q969H0; in the data active = normalized activity above about 1.9%;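 note: purified mutant Fbw7 with reduced substrate affinity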
Target sequence (Q969H0 whole entry, looked up): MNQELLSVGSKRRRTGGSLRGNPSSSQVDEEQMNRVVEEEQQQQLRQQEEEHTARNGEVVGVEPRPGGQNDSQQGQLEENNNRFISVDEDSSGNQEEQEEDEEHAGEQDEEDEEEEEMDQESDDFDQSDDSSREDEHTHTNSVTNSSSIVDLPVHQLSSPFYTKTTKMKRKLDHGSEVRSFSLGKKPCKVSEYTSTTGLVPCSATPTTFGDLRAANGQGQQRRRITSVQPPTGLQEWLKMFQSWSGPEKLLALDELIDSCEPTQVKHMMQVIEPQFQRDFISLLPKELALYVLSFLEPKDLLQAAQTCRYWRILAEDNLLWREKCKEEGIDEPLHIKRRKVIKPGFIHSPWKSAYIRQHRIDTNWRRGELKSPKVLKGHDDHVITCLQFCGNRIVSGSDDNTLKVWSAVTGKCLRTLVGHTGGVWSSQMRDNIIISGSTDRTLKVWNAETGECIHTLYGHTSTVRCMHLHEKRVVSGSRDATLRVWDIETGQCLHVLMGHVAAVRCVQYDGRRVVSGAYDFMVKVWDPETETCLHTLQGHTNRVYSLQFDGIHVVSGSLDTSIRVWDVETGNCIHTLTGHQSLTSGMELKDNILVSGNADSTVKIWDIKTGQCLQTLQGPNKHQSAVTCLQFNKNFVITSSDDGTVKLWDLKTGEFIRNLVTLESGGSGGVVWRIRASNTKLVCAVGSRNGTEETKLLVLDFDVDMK
MITF inh: human MITF inhibition, primary screen. inhibition, % at 2.6 µM. 0.91% of 650,000 active. O75030. AID 1259374. AlphaScreen MITF homodimerization, bead proximity signal; in the data active = inhibition above about 50%;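 note: 0% = vehicle wells with protein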
GPR151 ag: activates the human receptor GPR151 | Q8TDV0 | activation, % at 11.2 µM | PathHunter beta-arrestin GPR151 cells, luminescence | AID 1508602 | 1% of 650,000 active; in the data active = activation above about 4.9%;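 note: 0% = median of compound wells and 100% = cells with positive control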
An asterisk follows results filed as active; x = no result given.

Results follow in this order: TEAD-YAP inh, FBW7 act, MITF inh, GPR151 ag
- COc1ccc(C2=NN(c3ccccc3)C(c3ccc(Br)cc3)C2)cc1 (stereo not given)
  -4, 0.3, 3, -0.5
- CC(C)c1ccc(N(C(=O)c2csnn2)C(C(=O)NC(C)(C)C)c2ccncc2)cc1 (stereo not given)
  -32, 0.1, 3, 0.3
- CCCn1c(C)cc(/C=C(\C#N)C(=O)OCC(=O)NC(=O)NC(C)(C)C)c1C
  -5, 0.5, 5, -1.0
- Cc1ccc(S(=O)(=O)N(C)C)cc1N=c1scc(-c2ccco2)n1CC1CCCO1 (stereo not given)
  -9, -0.5, 17, 1.8
- Brc1cnc(NC2CCN(Cc3ccccc3)CC2)nc1
  44*, -0.1, -2, -0.6
- O=C(N/N=C/c1ccco1)C(=O)N1CCCCCC1
  0, 0.0, 7, 0.9
- CCNc1ccc(C(=O)OCC(=O)c2ccc3c(c2)NC(=O)CO3)cc1[N+](=O)[O-]
  -4, 0.0, -6, 1.4
- CCCNC(=O)C(NS(=O)(=O)c1cccc2nsnc12)C(C)C (stereo not given)
  4, -0.1, 5, -0.5
- Cc1cccc(S(=O)(=O)Nc2ccc3c(c2)CCCN3C(=O)c2ccccc2)c1
  -5, 0.1, 5, 0.3
- CCOc1ccc2nc(N3CCCN(Cc4ccoc4)CC3)nc(C)c2c1
  -3, 0.7, -12, 0.1
- O=C(Nc1cccc(-c2cc3ccccc3[nH]2)c1)C1CCCN(C(=O)c2ccoc2)C1 (stereo not given)
  -2, -0.2, -1, 0.7
- Nc1ccc2nc(-c3ccccc3Br)[nH]c2c1
  -68, -0.4, 7, -0.3
- CC(=O)N1CCN(CCS(=O)(=O)c2ccccc2)CC1C(=O)N1CCOCC1 (stereo not given)
  -2, 0.0, 13, 2.3
- COc1ccc(-n2nnc3c(SCC(=O)Nc4cccc(OC)c4)ncnc32)cc1
  7, 0.0, -10, -1.5
- CCn1c(=O)n(CC(=O)N2CCOCC2)c2cccnc21
  -2, 0.0, -13, -0.6
- COc1ccc(NC(=O)c2cc3c(CO)cnc(C)c3oc2=Nc2cccc(C)c2)cc1
  -2, -0.1, 13, 0.4
- Fc1ccc(C2=CC(c3cccc(C(F)(F)F)c3)n3ncnc3N2)cc1 (stereo not given)
  4, -0.1, -3, -2.0
- Cc1ccc(S(=O)(=O)N2CCCOC2CNC(=O)C(=O)NCCO)cc1 (stereo not given)
  8, 0.0, 8, 1.2
- COc1ccc(CCn2c(SCCC(C)C)nc3c2c(=O)[nH]c(=O)n3C)cc1
  4, 0.8, 12, 0.3
- CCCCN(C)C(=O)CSc1nc(O)cc(=O)[nH]1
  -6, 0.0, 9, 0.3
- CCOC(=O)C1(Cc2cccc(Cl)c2)CCCN(S(C)(=O)=O)C1 (stereo not given)
  5, 0.4, 10, -1.9
- NCCCCCNC(=O)/C(=N\O)c1ccccc1
  5, -0.1, 1, -0.8
- COc1cc2c(cc1OC)C1C(C)C(=O)C3=C(CSCC3=O)N1CC2 (stereo not given)
  5, -0.1, -4, 0.7
- CCOC(=O)C1C(=O)C=C(c2ccc(NS(C)(=O)=O)cc2)CC1c1ccco1 (stereo not given)
  14, -0.1, 0, 0.3
- CCC(C)(C)NC(=O)C(c1cccnc1)N(C(=O)c1csnn1)c1ccc(C)cc1C (stereo not given)
  3, 0.1, 19, -0.3
- CCCc1cc(=O)[nH]c(N2CCN(Cc3ccc4c(c3)OCO4)CC2)n1
  5, 0.0, -7, 1.0
- COc1cc(C)ccc1NC(=O)/C(C#N)=C/c1ccccc1
  -7, 0.0, -2, 2.4
- CCCCn1c(N)c(N2CCOCC2)c(=O)[nH]c1=O
  3, 0.1, 13, 0.2
- O=C(O)COc1ccc(NC(=O)COc2ccc(I)cc2)cc1
  7, 0.1, -1, -0.2
- CC1(C)C(=O)Nc2ccccc2N1C(=O)Cn1nnc(-c2cccc(C(F)(F)F)c2)n1
  3, 0.3, -7, 1.4
- COCCNC(=O)/C(C#N)=C/c1ccc(-c2ccc(Cl)cc2Cl)o1
  2, 0.9, 3, 0.0
- CC(=O)Nc1ccc2nc(NC(=O)c3ccc(S(=O)(=O)N4CCc5ccccc54)cc3)sc2c1
  7, -0.1, 13, 0.6
- COc1ccccc1NC(=O)Nc1ccnn1C1CCN(C(=O)c2ccccc2F)CC1
  -15, -0.1, 1, 1.6
- O=C(c1ccncc1)N1CC[C@@H]2[C@H](CCCN2C/C=C/c2ccccc2)C1
  7, -0.1, 4, -0.5
- CC(C(=O)c1ccc(-c2ccccc2)cc1)[n+]1cccc2ccccc21 (stereo not given)
  23, 0.0, 3, -0.1
- COc1cccc(CNC(=O)CCn2nc(-c3ccc(C)cc3)ccc2=O)c1
  -4, 1.1, 5, -0.9
- O=C(O)C(Cc1c[nH]c2ccccc12)NS(=O)(=O)c1ccc2ccccc2c1 (stereo not given)
  7, 0.0, 2, -1.0
- CC(C)Cn1cc(C(=O)NCC2COc3ccccc3O2)c2c3ccccc3n(C)c2c1=O (stereo not given)
  5, 0.7, 4, 0.0
- CC1(C)Cc2ccccc2C2=CC(=O)C(=O)N21
  -11, 0.4, 25, -1.0
- O=C(COc1ccc2c(=O)c(-c3ccc(Cl)cc3)coc2c1)OC1CCCCC1
  -6, -0.1, -11, 0.6

Results in GPR151 ag, TEAD-YAP inh and MITF inh (7 entries from above):
| molecule | GPR151 ag | TEAD-YAP inh | MITF inh |
| --- | --- | --- | --- |
| CCC(C)(C)NC(=O)C(c1cccnc1)N(C(=O)c1csnn1)c1ccc(C)cc1C (stereo not given) | -0.3 | 3 | 19 |
| CCCc1cc(=O)[nH]c(N2CCN(Cc3ccc4c(c3)OCO4)CC2)n1 | 1.0 | 5 | -7 |
| COc1cc(C)ccc1NC(=O)/C(C#N)=C/c1ccccc1 | 2.4 | -7 | -2 |
| CCCCn1c(N)c(N2CCOCC2)c(=O)[nH]c1=O | 0.2 | 3 | 13 |
| O=C(O)COc1ccc(NC(=O)COc2ccc(I)cc2)cc1 | -0.2 | 7 | -1 |
| CC1(C)C(=O)Nc2ccccc2N1C(=O)Cn1nnc(-c2cccc(C(F)(F)F)c2)n1 | 1.4 | 3 | -7 |
| COCCNC(=O)/C(C#N)=C/c1ccc(-c2ccc(Cl)cc2Cl)o1 | 0.0 | 2 | 3 |

Next part.
Results follow in this order: TEAD-YAP inh, FBW7 act, MITF inh, GPR151 ag
- CCOC(=O)c1c(C)[nH]c(-c2csc(N)n2)c1C
  32*, 0.0, 6, 0.8
- CN1CCN(CCCN(Cc2cccs2)C(=S)Nc2cccc(C(F)(F)F)c2)CC1
  13, -0.1, 5, -2.1
- Cc1cccc(C2OC3(C(=O)c4ccccc4C3=O)C3C(=O)N(c4cccc5ccccc45)C(=O)C23)c1 (stereo not given)
  0, 0.1, -16, 0.3
- CCCCc1ccc(NC(=O)CN2C(=O)c3ccccc3C2=O)cc1
  3, 0.2, 3, -0.5
- O=C(O)C1CSC(c2ccccc2OCc2ccc(Br)cc2)N1 (stereo not given)
  -39, 0.2, 11, -0.8
- COc1ccc(OC)c(NC(=O)CSc2nc3ccc(NC(=O)c4ccccc4C)cc3s2)c1
  21, 0.0, 11, 2.7
- O=C(CSc1ccccn1)Nc1ccc(NC(=O)CSc2ccccn2)cc1
  5, 0.0, 6, 1.4
- CCCc1cc(C(=O)Cc2ccccn2)c(O)cc1O
  -11, -0.1, 6, 1.1
- COCc1cc(C)nc(N/N=C\c2ccc(-c3cccc(C(=O)O)c3)o2)c1C#N
  -21, 0.2, 8, -2.0
- O=C1OC(N2CCN(c3ccccc3)CC2)c2ccccc21 (stereo not given)
  -1, 0.3, 21, -0.6
- Cc1ccc(S(=O)(=O)N(C)c2nc3ccccc3nc2N2CCCN(C)CC2)cc1
  2, 0.3, 8, -0.6
- COc1ccc(/C=N/NC(=O)c2ccc([N+](=O)[O-])cc2)cc1O
  -9, 0.1, 12, -0.4
- O=C(NC(c1ccccc1)c1ccccn1)C1CCN(C(=O)CCc2ccccc2)CC1 (stereo not given)
  3, 1.4, 4, -1.0
- CCOc1ccc(/C=N/Nc2ncnc3nc[nH]c23)cc1
  81*, -0.2, 5, -5.3
- Cc1ccc(-n2c(N)cc(=O)nc2SCC(=O)Nc2cc(C)on2)cc1
  9, 0.0, 10, -1.2
- CC(=O)c1ccc(NC(=O)CCC(=O)OCC(=O)c2ccccc2)cc1
  10, 0.1, 4, 0.8
- CCC1=NN(C(=O)c2ccccc2N)C(O)(c2ccc(OC)cc2)C1 (stereo not given)
  -48, -0.3, 6, 0.0
- Cc1ccc(OCC(=O)Nc2nn3c(-c4ccccc4)nnc3s2)cc1C
  2, 0.0, -2, 0.0
- O=C(Nc1ccc(-c2noc(CCCOc3ccc(Cl)cc3Cl)n2)cc1)c1cccs1
  -67, 0.0, -3, -1.6
- COc1ccc(C(=O)OCC(=O)c2ccccc2)cc1Br
  12, 0.0, -2, 3.4

Full records as entered above. Order of screens: TEAD-YAP inh	FBW7 act	MITF inh	GPR151 ag
Record of Cc1ccc(-n2c(N)cc(=O)nc2SCC(=O)Nc2cc(C)on2)cc1 → 9	0.0	10	-1.2
Record of CCOc1ccc(/C=N/Nc2ncnc3nc[nH]c23)cc1 → 81*	-0.2	5	-5.3
Record of COc1ccc(C(=O)OCC(=O)c2ccccc2)cc1Br → 12	0.0	-2	3.4

(next part)
Results follow in this order: TEAD-YAP inh, FBW7 act, MITF inh, GPR151 ag
- CCOC(=O)c1cccc(C(=O)NC2=NN(c3ccccc3)C(=O)C2)n1
  0, 51*, -25, 1.0
- CCCCC(=O)NC(=S)Nc1ccc(I)cn1
  -10, -0.1, -19, 0.4
- CN=C1S/C(=C\c2cn(C(C)=O)nc2-c2ccccc2)C(=O)N1C
  -10, 0.1, 25, -0.2
- O=C(NC1CCCCC1)C1CCN(S(=O)(=O)c2cccc3cccnc23)CC1
  -3, 0.3, -14, 0.7
- CCOCCOC(=O)C1=C(C)NC2=C(C(=O)CC(c3ccccc3)C2)C1c1ccc(OCc2ccccc2)c(OC)c1 (stereo not given)
  6, 0.4, 12, 0.1
- CCCCOC(=O)COc1cc(O)c2c(=O)cc(-c3ccccc3)oc2c1
  10, 0.7, 6, -1.7
- Cc1nnc2c3c4c(sc3nc(-c3ccccc3)n12)COC(C)(C)C4
  -2, 0.2, 17, 1.3
- CCCNC(=S)Nc1ccc(S(N)(=O)=O)cc1
  6, -0.1, -12, -0.7
- CC(NC(=O)C1CCCN(S(=O)(=O)N2CCOCC2)C1)C12CC3CC(CC(C3)C1)C2 (stereo not given)
  -1, -0.4, 2, -0.2
- CCC(C)(C)C(=O)C(=O)N1CCCC[C@H]1C(=O)O[C@H](CCc1ccc(OC)c(OC)c1)c1cccc(N)c1
  x, x, 4, -3.0
- CSc1ccc(NC(=O)c2ccc(S(=O)(=O)N(C)Cc3ccccc3)cc2)cc1
  10, 1.0, 17, -0.5
- CCC(Sc1nc2cc3c(cc2c(=O)n1CCCCCC(=O)NCc1ccc2c(c1)OCO2)OCO3)C(=O)NCCCOC (stereo not given)
  -5, 0.1, 10, 0.3
- CN(CC(=O)Nn1cnnc1)S(=O)(=O)c1cc(Cl)ccc1Cl
  -4, 1.0, 24, -0.2
- O=C(CN1C(=O)c2ccccc2C1=O)OCc1cccc([N+](=O)[O-])c1
  -1, -0.2, -2, 0.3
- Cc1ccc(S(=O)(=O)Nc2cc3c4c(oc3c3ccccc23)CCC(C(C)(C)C)C4)cc1 (stereo not given)
  9, 0.6, 11, -1.0
- CCc1nc2nc(C)cc(N3CCN(c4ccc(F)cc4)CC3)n2n1
  -9, 0.7, 9, -0.7
- COC(=O)c1ccc(NC(=O)CCCOc2ccc(Cl)cc2Cl)cc1
  -3, -0.1, 2, -0.9
- COc1ccc(CNC(=O)c2ccc3c(=O)n(-c4ccc(F)cc4)c(=S)[nH]c3c2)cc1
  7, 0.2, 5, -0.3
- O=C(NCc1cccs1)c1ccc(Cn2c(=O)[nH]c3ccsc3c2=O)cc1
  -6, -0.1, 1, -0.7
- CCOC(=O)C1(CCc2ccccc2)CCN(C(=O)Cc2nonc2C)CC1
  -45, -0.1, -4, -0.2
- Cc1cccc(OCc2n[nH]c(=S)n2C2CCCCC2)c1
  7, 0.1, 15, 0.3
- NC(=S)NNC(=O)c1cccc(Br)c1
  -14, 0.0, 9, -1.2
- COc1ccc(CN2CCNC(=O)C2CC(=O)NCC(F)(F)F)c(OC)c1 (stereo not given)
  -4, 0.2, 14, -0.5
- O=C(CCCN1C(=O)c2ccccc2C1=O)NCc1nc(-c2ccccc2)no1
  -7, 0.0, -4, 0.5
- COc1ccc(/C=C2\SC(=O)N(C(C)C(=O)O)C2=O)cc1 (stereo not given)
  12, 0.1, 11, -2.4
- CCc1ccccc1NC(=O)CSc1nnc(-c2ccc(OC)c(OC)c2)c(-c2ccc(OC)c(OC)c2)n1
  7, 0.0, -1, 2.6
- O=c1[nH]c(=O)n([C@H]2C[C@H](O)[C@@H](CO)O2)cc1C(F)(F)F
  x, 1.7, 13, 2.5
- COC(=O)C1=CN(c2ccc(F)c(F)c2)C=C(C(=O)OC)C1c1cccc(F)c1
  12, 0.1, 4, -1.2

Compound activity as filed in PubChem BioAssay.
